Source: PubChem BioAssay (Broad Institute)
INS-1E GSIS act = GLuc luminescence reporter in INS-1E cells, primary screen for activators of glucose-dependent secretion of insulin | INS-1E GLuc reporter insulin secretion, 2-3 h | activation, % at 16.6 µM | hit rate 0.61% among 370,000 | AID 743287, 2014;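 active = lowest replicate activation of at least 40%, so every replicate reaches that level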;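 note: 0% = median of neutral control wells and 100% = median of IBMX positive control wells; some compounds called inactive have numbers as strong as hits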
PGC1a acetyl inh = inhibitors of PGC1a acetylation signal, primary screen, cell-based, U2OS, AlphaScreen, inhibitor mode | AlphaScreen anti-acetyl-lysine; with virally co-expressed GCN5 acetyltransferase | inhibition, % at 15.6 µM | hit rate 0.17% among 350,000 | AID 651687, 2012;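 active = every replicate shows inhibition of at least 40%; inconclusive = mean inhibition at least 40% but some replicate below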;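 note: 0% = neutral control wells and 100% = positive control wells; some results beyond the cut were filed as inactive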
PglD inh = C. jejuni PglD acetyltransferase inhibitors, primary screen, biochemical, DTNB colorimetric, single point; UDP-N-acetylbacillosamine N-acetyltransferase PglD (Campylobacter jejuni); purified PglD enzyme, DTNB colorimetric CoA detection; inhibition, % at 12.5 µM; hit rate 0.098% among 360,000; AID 602405, 2012; in the data active = inhibition above about 16%, passing the limit was not always enough; inconclusive = no clear call, values can overlap the other calls; note: strong numbers were not always called active
C2C12 statin = suppressors of statin myotoxicity in C2C12 myotubes, primary screen, cell-based, single point, plate reader; C2C12 myotubes + simvastatin, ATP luminescence, 48 h; scaled: DMSO 0, geranylgeraniol control 100; rescue of ATP level, % at 7.49 µM; hit rate 0.78% among 330,000; AID 602340, 2012;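 active = mean ATP rescue above about 67%, or every replicate alone reaching that limit, limit read from the data, passing the limit was not always enough; inconclusive = no clear call, values can overlap the other calls; inactive = mean under the limit and some replicate under it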;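 note: myotubes were challenged with 10 µM simvastatin during compound exposure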
miR122 inh = miR-122 Renilla sensor signal increase in Huh7, primary screen, miR-122 inhibitor project, cell-based, single point, plate reader; activation (reporter increase), % at 12.5 µM; Huh7 miR-122 Renilla luciferase sensor, 48 h; neutral wells = 0, positive control = 100; hit rate 0.3% among 340,000; AID 602342, 2012;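 active = mean replicate activation score at least 90 and every replicate individually at or above 90; inconclusive = only one of the two criteria met; inactive = neither criterion met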;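 note: higher luciferase means less miR-122 activity so hits act as miR-122 inhibitors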
F508del corr = F508del CFTR correction, initial screen, CFBE line, single point. AID 720511, 2013. activity (quench increase), % at 7.58 µM. hit rate 0.36% among 350,000. CFBE cells, YFP halide quenching; stimulated with forskolin plus potentiator P3; % fluorescence drop versus neutral controls;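 active = mean added fluorescence quench of at least 8% versus neutral control, with both replicates also reaching 8%; inconclusive = only one of the mean or replicate conditions met; inactive = mean below 8% and not both replicates reaching 8%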;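 note: cells transiently co-express mutant CFTR-F508del with the halide-sensitive YFP; corrector assay measuring rescue of mutant channel to the surface after 24 h compound exposure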
Cneo AK release = Cryptococcus neoformans cell lysis inducers, primary screen, AK release luminescence, single concentration; C. neoformans lysis, adenylate kinase release luminescence, 4 h; normalised: neutral wells 0, clomiphene wells 100; lysis activity, % at 15 µM; hit rate 0.2% among 360,000;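 active = mean lysis activity across replicates of at least 80%, whatever share of replicates individually reach that level; inactive = mean lysis activity below 80%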
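Assay system: log-phase C. neoformans yeast / Quantity: yeast cell density of 5 × 10^6 cells/mL / Medium: fresh YPD growth medium / Compound: single dose / Timing: static 4 h at 37 °C with compound, 1 h detection / Measured by: adenylate kinase release luminescence / Read-out: lysis from increased AK signal / Benchmarks: Clomiphene as positive lysis control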
FN deposit inh = inhibitors of fibronectin matrix deposition, primary screen, AH1F cells, Alexa488-fibronectin fluorescence, plate reader. AH1F fibroblasts, overnight. inhibition, % at 12.6 µM. hit rate 0.086% among 350,000;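 active = mean inhibition across replicates of 30% or more, regardless of how many single replicates reach that level; inconclusive = mean under 30% yet at least half of replicates reach 30%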;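 note: positive control wells lacked labelled fibronectin entirely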
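material = AH1F fibroblast monolayer depositing Alexa488-labelled fibronectin into matrix | amount = 10000 AH1F cells/well | buffer or medium = DMEM plus 2% serum, read in PBS | incubation = 1 h cell adhesion before compound, then overnight fibronectin incubation | detection = fluorescence at 485 nm excitation, 525 nm emission | evaluation = percent inhibition as loss of matrix-bound fibronectin fluorescence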
* = called active by the depositor; ? = inconclusive; / = not tested or not shown; [ ] = dose if it differs, or a comment.

SMILES	INS-1E GSIS act	PGC1a acetyl inh	PglD inh	C2C12 statin	miR122 inh	F508del corr	Cneo AK release	FN deposit inh
COc1ccccc1NC(=O)C(C)Sc1nc(-c2ccccc2)cn1N (stereo not drawn)	-38	0	-1	-11	15	-4.4	1	-14
CN1C[C@@H]2[C@H](c3ccccc31)[C@H](CO)N2C(=O)Nc1ccccc1	-9	1	3	-1	-8[16.7 µM]	0.8	3	/
O=C(N=Nc1c(O)n(C2OC(=O)c3ccccc32)c2ccccc12)c1ccc(O)cc1 (stereo not drawn)	/	3	0	3	-3	/	-2	/
CSc1ccccc1NC(=O)c1c(Br)cnn1C	/	-9	-11	9	-1	/	2	/
CCOC(=O)C1CCN(C(=O)C2CCN(S(=O)(=O)c3ccc4c(c3)CC(C)N4C(C)=O)CC2)CC1 (stereo not drawn)	-8	5	-4	0	2	-0.6	0	-5
C[C@@H]1CN([C@H](C)CO)S(=O)(=O)c2ccc(-c3ccc(C(=O)N(C)C)cc3)cc2O[C@@H]1CN(C)C(=O)Nc1ccccc1F	1	-11	-1	12	-17[16.7 µM]	-0.5	-6	/
COc1ccc(NC(=O)N(C)C[C@H]2OCc3ccccc3-c3c(n(C)c4ccccc34)C(=O)N([C@H](C)CO)C[C@H]2C)cc1	-20	-49	5	2	/	0.5	0	-20
O=C1CCN(S(=O)(=O)c2ccc(Cl)cc2)CC1	12	/	-1	-4	3	0.2	3	/
C[C@H](CO)N1C[C@H](C)[C@H](CN(C)S(=O)(=O)c2ccccc2)Oc2ncccc2C1=O	44	-9	1	-1	-6[16.7 µM]	-0.5	9	/
C=CCn1c(C)csc1=Nc1ccc(C(=O)O)cc1	-4	48	-4	4	4	-1.9	-3	/
C[C@@H]1CN([C@@H](C)CO)C(=O)c2cc(NC(=O)Nc3ccc(F)cc3)ccc2O[C@H]1CN(C)S(C)(=O)=O	2	-4	2	-16	-6[16.7 µM]	0.2	2	/
CC(Oc1ccc2ccc(=O)oc2c1)C(=O)N1CCOCC1 (stereo not drawn)	5	/	0	-3	/	1.3	7	/
CCCc1nnc(NC(=O)CCCC(=O)O)s1	/	-1	1	/	-1	/	-2	/
CCn1cc(CN2CCCC(C(=O)c3ccc(-c4ccccc4)cc3)C2)cn1 (stereo not drawn)	10	-5	/	/	3	1.4	/	-11
Cc1ccc(CN2C3=NCCCN3c3ccccc32)cc1	/	0	3	/	1	/	1	/
C[C@@H]1CN([C@@H](C)CO)C(=O)c2c(c3ccccc3n2C)-c2ccccc2CO[C@H]1CN(C)C(=O)Cc1ccccc1	-19	4	0	/	/	-0.6	0	1
Cc1ccc(NC(=S)NC(=O)c2cccs2)cc1F	9	-11	-6	-24	22	-3.9	6	0
Cc1cc2nc(C3CCCN(C(=O)NCc4ccccc4)C3)[nH]c2cc1C (stereo not drawn)	/	-13	1	-23	-1	/	-3	2
COc1ccc(-n2ncc3c2CC(C)(C)CC3NC(=O)CCN2CCCCC2=O)cc1 (stereo not drawn)	6	-10	6	-3	-5	1.3	0	-1
CN(CCNC(=O)c1cc2c(=O)n(C)c3ccccc3c2n1C)Cc1ccccc1	-2	-14	4	4	-8	2.6	-2	-10
Cc1noc(C(=O)Nc2ccc(F)c(Cl)c2)c1Cl	-6	/	-4	8	/	-1.8	-16	2
N#C[C@@H]1[C@H](c2ccccc2C2=CCCCC2)[C@H](CO)N1S(=O)(=O)c1cccc(F)c1	-2	-30	/	/	/	1.7	/	-7
CCN(CC)C(=O)C(C)N(C#N)c1nc(C)cc(C)n1 (stereo not drawn)	2	1	-3	/	-2	/	-2	-7
O=C([C@H]1[C@H](CO)[C@H]2Cn3c(cccc3=O)[C@H]2N1C(=O)C1CCCCC1)N1CCOCC1	17	/	-4	-3	/	/	-5	-5
N#CCSc1nnc(Cc2cccs2)n1C1CCCCC1	/	2	-6	0	-3	/	-2	3

Profiles as entered above. Order of values: INS-1E GSIS act	PGC1a acetyl inh	PglD inh	C2C12 statin	miR122 inh	F508del corr	Cneo AK release	FN deposit inh
`C[C@@H]1CN([C@@H](C)CO)C(=O)c2c(c3ccccc3n2C)-c2ccccc2CO[C@H]1CN(C)C(=O)Cc1ccccc1` in the list: -19	4	0	/	/	-0.6	0	1
`C=CCn1c(C)csc1=Nc1ccc(C(=O)O)cc1` in the list: -4	48	-4	4	4	-1.9	-3	/
`O=C1CCN(S(=O)(=O)c2ccc(Cl)cc2)CC1` in the list: 12	/	-1	-4	3	0.2	3	/

Next section.
SMILES	INS-1E GSIS act	PGC1a acetyl inh	PglD inh	C2C12 statin	miR122 inh	F508del corr	Cneo AK release	FN deposit inh
COc1ccccc1NS(=O)(=O)c1cc(NC(=O)/C=C/c2cccs2)ccc1N1CCOCC1	/	-23	-1	18	258*	/	13	22
C[C@@H]1CN([C@H](C)CO)S(=O)(=O)c2ccc(C#CC(C)(C)O)cc2O[C@@H]1CN(C)Cc1ccc(F)cc1	-6	2	-2	0	14[16.7 µM]	-2.2	-4	-23
COc1ccc(NC(=O)COC(=O)c2ccc3ccccc3n2)c(OC)c1	18	/	-2	23	/	1.9	-3	-11
COc1ccc(S(=O)(=O)N(C)CC(=O)N2CCN(Cc3ccccc3)CC2)cc1C	14	5	-2	-1	0	/	-2	9
CC1(Oc2ccc(CC#N)cc2)CCN(Cc2ccccc2OC(F)F)C1 (stereo not drawn)	-8	-4	-3	0	2	2.0	-2	-1
C[C@@H]1CN([C@H](C)CO)C(=O)c2cccc(NC(=O)C3CC3)c2O[C@H]1CN(C)Cc1ccncc1	19	/	0	-11	1[16.7 µM]	0.2	2	/
CCCOC1CCCN(C(=O)c2ccc(OC)c(OC3CCN(C(C)C)CC3)c2)C1 (stereo not drawn)	16	/	-4	4	/	0.4	0	-4
CC(=O)NC1CCN(CC(=O)Nc2nccs2)CC1	8	?	0	-4	-5	1.0	3	-5
CC(=O)N1C[C@@H](CO)[C@@H](N(C)C(=O)C(C)(C)C)C[C@H]1c1ccccc1	27	-1	3	-8	-2	-5.1	1	1
COc1ccc(N(CC(=O)N/N=C/c2cccc(OC)c2OC)S(=O)(=O)c2ccccc2)cc1	-8	-15	-6	26	-8	-1.0	0	3
COCCCNC(=O)C1Cc2cc(S(=O)(=O)N3CCCC3)ccc2N1C(C)=O (stereo not drawn)	8	-5	-5	9	-6	-2.6	-1	-5
O=C1CCC(C(=O)Nc2cccc3ccccc23)N1 (stereo not drawn)	7	3	11	13	-4	/	1	/
COC(=O)CSc1nnc(-c2cnccn2)n1C	/	-11	3	1	-4	/	5	/
CC(C)(C)c1ccc(C(=O)Nc2nnc(Cc3c[nH]c4ccccc34)s2)cc1	-13	/	0	19	9	-0.5	-4	1
Cn1nnc(NC(=O)COc2ccc(C3CCCCC3)cc2)n1	/	5	0	-4	-3	/	-2	-31
COc1ccc(CNC(=O)c2ccc(Br)s2)cc1OC	-3	/	5	7	5	1.0	1	1
COc1cc(/C=N/n2c(-c3ccccc3)n[nH]c2=S)cc(OC)c1O	-7	0	4	/	-1	-1.0	-4	7
CCc1nc2ccc(C(=O)Nc3cc(-c4ccccc4)ccc3OC)cn2c1N(CC)CC(=O)N(C)C	-17	-5	-2	-28	-7	2.2	-2	-7
CCCNC(=O)C[C@H]1C[C@H]2c3cc(NC(=O)Cc4ccncc4)ccc3O[C@H]2[C@H](CO)O1	-4	-2	-5	1	29[16.7 µM]	-2.2	-1	8
Cc1noc(C)c1NC(=O)Nc1ccc2c(c1)CC(=O)N([C@H](C)CO)C[C@H](C)[C@H](CN(C)Cc1ccc(Cl)c(Cl)c1)O2	-9	4	-8	-14	-5[16.7 µM]	0.6	1	/
COc1cc(C(=O)N2CCc3ccccc32)ccc1OCc1c(C)noc1C	-15	6	-7	-3	-4	-0.6	6	6
CCc1ccc(CC)c(S(=O)(=O)Nc2ccc(C(=O)O)c(O)c2)c1	19	/	5	3	/	/	5	/
O=c1nc2ccc(Cl)cn2c2ccc(S(=O)(=O)N3CCOCC3)cc12	-1	-3	1	-9	3	3.2	-3	-1
CN(Cc1ccco1)C(=O)[C@H](Cc1ccccc1)NC(=O)CC[C@H]1O[C@@H](n2ccc(=O)[nH]c2=O)[C@H](O)[C@@H]1O	-3	1	0	-3	2	-1.3	1	-3
CC(C)(C)n1nnnc1C(c1cccs1)N(Cc1cccnc1)Cc1ccco1 (stereo not drawn)	/	-39	5	/	6	/	-4	/

Marked active in miR122 inh, among the entries above:
compound,INS-1E GSIS act,PGC1a acetyl inh,PglD inh,miR122 inh,F508del corr
COc1ccccc1NS(=O)(=O)c1cc(NC(=O)/C=C/c2cccs2)ccc1N1CCOCC1,/,-23,-1,258*,/

(cont.)
SMILES	INS-1E GSIS act	PGC1a acetyl inh	PglD inh	C2C12 statin	miR122 inh	F508del corr	Cneo AK release	FN deposit inh
CCOc1ccc2nc(Cl)c(CN(C(=O)c3cnccn3)C3CCCC3)cc2c1	-3	2	/	-5	-2	2.5	/	10
Cc1ccc2c(CN(C)Cc3ccc(OC(F)F)cc3)cc(=O)oc2c1C	-9	/	-6	0	/	-0.1	-2	-2
COCC(=O)N(C)C[C@@H]1Oc2cc(-c3cncnc3)ccc2S(=O)(=O)N([C@H](C)CO)C[C@H]1C	14	7	1	/	0[16.7 µM]	-0.2	-4	1
CC(OC(=O)c1cnc2ccccc2n1)c1ccccc1Cl (stereo not drawn)	-11	/	-10	-16	1	0.6	0	4
C/C(=N\NC(=O)c1ccc(N2CCCC2=O)cc1)c1ccccc1	6	-3	/	-9	-5	0.4	/	-7
O=C(NNC(=O)c1ccc2ccccc2c1O)Nc1ccc(F)cc1	8	8	1	7	-3	1.5	-3	/
CC(C)N(Cc1ccccc1)C(=O)COC(=O)c1cc[n+]([O-])cc1	3	0	1	23	3	-3.7	-1	8
Cc1c(Cc2ccccc2)c(=O)oc2cc(OCC(=O)NCC3CCC(C(=O)O)CC3)ccc12 (stereo not drawn)	7	1	0	1	-5	1.6	-1	/
COc1ccc(OC)c(NC(=O)C(CC(=O)O)Cc2ccc(Cl)cc2)c1 (stereo not drawn)	/	1	-3	26	0	/	-1	/
CCCNC(=O)C1(C)CCCN(Cc2cccc(C(F)(F)F)c2)C1 (stereo not drawn)	-7	0	-4	0	6	-2.4	0	0
CCCN1[C@@H]2c3ccc(-c4ccccc4)c(=O)n3C[C@@H]2[C@@H](CO)[C@@H]1C(=O)NCCCN1CCOCC1	9	/	3	-25	8[16.7 µM]	0.6	-10	/
C[C@@H]1CN([C@@H](C)CO)C(=O)c2cc(NC(=O)NC3CCCCC3)ccc2O[C@H]1CN(C)Cc1ccc(C(=O)O)cc1	19	-1	-3	-5	4[16.7 µM]	1.9	34	/
COC(=O)C1(C)NC(c2ccc(F)cc2)C2C(=O)N(c3ccccc3)C(=O)C21 (stereo not drawn)	3	/	4	2	2	0.8	0	-5
